hERG WT inh: blocks the wildtype human KCNH2 potassium channel; Q12809; U2OS, BacMam KCNH2, thallium flux FluxOr; hits give low values; activity change, % at 1.84 µM; hit rate 0.37% among 340,000;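 active = maximum activity change below -70%; inconclusive = maximum activity change between -70% and -50%; inactive = maximum activity change above -50%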; also: % is scaled to controls: 0 for no effect and ±100 for the full control effect
Target sequence (Q12809 whole entry, looked up): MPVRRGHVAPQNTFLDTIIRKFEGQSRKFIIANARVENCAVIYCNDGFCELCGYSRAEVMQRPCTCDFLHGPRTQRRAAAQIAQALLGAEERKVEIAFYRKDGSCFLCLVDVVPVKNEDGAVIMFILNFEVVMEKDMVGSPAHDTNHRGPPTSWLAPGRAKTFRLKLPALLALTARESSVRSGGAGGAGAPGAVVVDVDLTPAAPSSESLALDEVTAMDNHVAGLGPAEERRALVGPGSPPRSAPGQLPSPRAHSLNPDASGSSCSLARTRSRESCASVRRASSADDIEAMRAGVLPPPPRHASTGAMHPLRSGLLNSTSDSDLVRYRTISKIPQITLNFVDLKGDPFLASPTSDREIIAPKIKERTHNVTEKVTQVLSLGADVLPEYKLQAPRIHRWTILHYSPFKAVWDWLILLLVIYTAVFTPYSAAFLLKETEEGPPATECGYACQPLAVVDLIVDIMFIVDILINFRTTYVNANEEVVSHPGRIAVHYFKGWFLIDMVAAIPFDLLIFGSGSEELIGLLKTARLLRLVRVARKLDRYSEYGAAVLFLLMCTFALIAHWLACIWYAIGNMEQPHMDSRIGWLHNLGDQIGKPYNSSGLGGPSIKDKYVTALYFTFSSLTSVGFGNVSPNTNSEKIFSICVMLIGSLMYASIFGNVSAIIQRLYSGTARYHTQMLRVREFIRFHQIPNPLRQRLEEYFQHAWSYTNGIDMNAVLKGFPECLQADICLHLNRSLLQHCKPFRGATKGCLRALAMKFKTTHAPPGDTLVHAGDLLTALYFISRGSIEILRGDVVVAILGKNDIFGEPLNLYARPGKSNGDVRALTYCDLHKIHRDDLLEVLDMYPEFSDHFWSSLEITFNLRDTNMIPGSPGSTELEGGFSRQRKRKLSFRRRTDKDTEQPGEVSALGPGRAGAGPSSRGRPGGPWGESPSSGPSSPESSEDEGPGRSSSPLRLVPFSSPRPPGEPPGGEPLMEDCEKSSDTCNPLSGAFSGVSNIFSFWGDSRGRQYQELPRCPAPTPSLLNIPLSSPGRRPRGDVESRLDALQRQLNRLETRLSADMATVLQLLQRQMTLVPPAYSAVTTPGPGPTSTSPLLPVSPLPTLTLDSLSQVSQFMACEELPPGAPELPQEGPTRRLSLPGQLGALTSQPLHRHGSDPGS
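U2OS cells transduced with wild-type KCNH2 virus are loaded with FluxOr dye for 45 min, and thallium flux is measured in kinetic reads before and after stimulation buffer. Rate constants are normalized to DMSO controls.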
TCR activator: activates T cell receptor signaling; primary human leukocytes, anti-CD3, IL-2 HTRF, 48 h; Potency, µM (top dose mostly 9.22 µM), for the others: at the top dose activation of IL-2 secretion, actives largely listed as activators; 330,000 tested, under 10 active; active = well fitted activation curve with a large enough effect; inconclusive = small, poorly fitted or top-dose-only effect, or another doubt; inactive = no such curve, though single readings can be large or run the other way; also: % of control where 0% means no effect
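Primary human leukocytes receive a-CD3 beads and test compound and are incubated 48 hr. Secreted IL-2 is then assayed by HTRF, measuring 665nm acceptor emission after 320nm excitation of the europium donor.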
Giardia killer: Giardia lamblia killing. Giardia lamblia trophozoite viability. activity change, % at 7.66 µM, hits read low. hit rate 0.15% among 340,000; in the data active = activity change below about -80%; inconclusive = between about -30% and that limit;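 also: parasites exposed to compound for two days anaerobically before the ATP read; % is scaled to controls: 0 for no effect and ±100 for the full control effect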
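Giardia lamblia trophozoites (100 cells/well) were incubated with compounds for 48 h at 37 deg C under anaerobic conditions. Viability was read as ATP content by one-step luminescence after 15-30 min at room temperature.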
Numbers without * were called inactive; ? = inconclusive; [ ] = another dose, or the depositor's remark.

Compound | hERG WT inh | TCR activator | Giardia killer
O=C(NC(=S)Nc1cccc(Cl)c1)c1cncc(Br)c1 | 0 | 2% | 2
CC(=NNC(=S)Nc1ccccc1Cl)c1ccccn1 | 38 | 6% | 1
Cc1ccc(C)c(S(=O)(=O)N2CCN(C(=O)CNC(=O)c3sc4ccccc4c3Cl)CC2)c1 | 11 | -2% | 11
O=C(CCC(=O)c1cccs1)Nc1nc2ccccc2s1 | 3 | -2% | ?
O=C(Cc1cccc(NC(=O)C2CCN(S(=O)(=O)c3cccc([N+](=O)[O-])c3)CC2)c1)Nc1cccc(C(=O)N2CCCCC2)c1 | -5 | 1% | 3
CC(C)C[C@H]1C(=O)N2CCC[C@H]2[C@]2(O)O[C@](NC(=O)C3C=C4c5cccc6[nH]c(Br)c(c56)C[C@H]4N(C)C3)(C(C)C)C(=O)N12 (stereo not given in full) | 6 | -8% | -10
Cc1nc2c(C)cccn2c1/C(O)=C1\C(=O)C(=O)N(CCN(C)C)C1c1cccs1 (stereo not given) | 1 | -2% | -8
COc1ccc(CCN2CC(C(=O)N(C)CC(=O)Nc3ccc(F)c(F)c3F)CC2=O)cc1OC (stereo not given) | 6 | -1% | 2
CCCCC(C)Sc1nc2c([nH]1)c(=S)n(C)c(=O)n2C (stereo not given) | -144* | -5% | 8
Cc1c(NC(=O)c2noc3c2CCc2ccccc2-3)c(=O)n(-c2ccccc2)n1C | 26 | -3% | -1
COc1ccc(S(=O)(=O)N2CCN(c3ccccc3)CC2)cc1OC | 6 | 8% | 8
Nc1ncn(C(=S)Nc2ccccc2)n1 | -3 | 6% | -18
CCCc1cc(CN2CCOCC2)c(O)c(CN2CCOCC2)c1O | -13 | 2% | 0
CCN1C[C@@H]2[C@@H]3C(=O)N(Cc4ccccc4)C(=O)[C@@H]3[C@](Cc3ccccc3)(C1=O)N2C(=O)c1ccc(Cl)cc1 | -4 | -4% | -9
Cc1cccc(-n2c(Cc3cc(=O)[nH]c(=O)[nH]3)nnc2SCC(=O)NCc2ccco2)c1 | -1 | 8% | -4
Nc1ccc(C=C2C=Cc3ccccc32)cc1 | -3 | -5% | -3
CCc1nnc2sc(-c3ccc(NC(=O)CSc4ccc(Cl)cc4)cc3)nn12 | -3 | 0% | 20
O=C(Cc1ccc(NC(=O)C2CCN(C(=O)C3CC3)CC2)cc1)Nc1cccc(C(=O)N2CCCCC2)c1 | 0 | -2% | 1
OCCOCCn1c(C(CO)Nc2nc(-c3cccc(Br)c3)cs2)nc2ccccc21 (stereo not given) | 0 | 5% | 2
CC(=O)OCC1=C(C(=O)OC(C)(C)C)N2C(=O)[C@@H](NC(=O)Cc3ccccc3)[C@H]2SC1 | -18 | 6% | -4
c1ccc(NCCc2ccccn2)cc1 | 0 | -4% | -3
O=[N+]([O-])c1ccc(NN=C(c2ccccc2)c2ccccc2)nc1 | 6 | 2% | 5
O=S(=O)(c1cccs1)N1CCN(c2ccccc2Cl)CC1 | -2 | 1% | 1
CC(=O)C1=CN(Cc2ccccc2)CCC1=O | -3 | 6% | -9
Nc1nnc(-c2ccc([N+](=O)[O-])o2)s1 | -3 | -2% | ?
CCOC(=O)c1c(NC(=O)C2Cc3ccccc3C(=O)O2)sc2c1CCCC2 (stereo not given) | -10 | 0% | 16
Cc1ccc(-c2nc3c(c(SCC(=O)N4CCOCC4)n2)COC(C)(C)C3)cc1 | 11 | 1% | -11
CC(C)Oc1ccc(S(=O)(=O)N2CCOCC2)cc1NC(=O)CN1C(=O)c2ccccc2C1=O | 10 | 16% | 19
Cc1ccc(-n2c(-c3ccncc3)nnc2-c2cccs2)cc1 | 2 | -7% | -1
CCOC(=O)c1c(NC(=O)C2CCCN2S(=O)(=O)c2cccc3nsnc23)sc(C)c1C (stereo not given) | -2 | -4% | 13

One compound at a time (already shown). Order of screens: hERG WT inh	TCR activator	Giardia killer
`CC(C)Oc1ccc(S(=O)(=O)N2CCOCC2)cc1NC(=O)CN1C(=O)c2ccccc2C1=O` as listed: 10	16%	19
`CC(=NNC(=S)Nc1ccccc1Cl)c1ccccn1` as listed: 38	6%	1
`Cc1nc2c(C)cccn2c1/C(O)=C1\C(=O)C(=O)N(CCN(C)C)C1c1cccs1` (stereo not given) as listed: 1	-2%	-8
`COc1ccc(S(=O)(=O)N2CCN(c3ccccc3)CC2)cc1OC` as listed: 6	8%	8
`CC(=O)C1=CN(Cc2ccccc2)CCC1=O` as listed: -3	6%	-9

(cont.)
Compound | hERG WT inh | TCR activator | Giardia killer
CCC(C)(C)NC(=O)C(c1ccccc1)N(Cc1cccs1)C(=O)Cn1nnc2ccccc21 (stereo not given) | -7 | 0% | -12
O=C(Cc1cccc(NC(=O)C2CCCN(C(=O)CCc3ccccc3)C2)c1)Nc1ccc(C(=O)N2CCOCC2)cc1 (stereo not given) | -1 | -3% | 5
CN(CC(=O)O)Cc1oc(CO)cc(=O)c1O | -5 | -1% | 13
CCOc1cccc(/C=C(\C#N)C(=O)NC2CC2)c1 | 1 | 4% | 1
CCO[C@H]1OC(C(N)=O)=C[C@@H](C(C)(C)C)[C@@H]1CCCO | 1 | 4% | 4
CCOC(=O)c1ccc(N(CCC2CO2)S(=O)(=O)c2ccc(C)cc2)cc1 (stereo not given) | -6 | -14% | 4
O=C(Nc1ccc(S(=O)(=O)N2CCCC2)cc1)Nc1ccc(F)cc1F | 5 | -2% | 1
COc1ncnc(-c2ccccc2)c1-c1ccccc1 | 3 | 2% | 6
CN(C(=O)c1cccc(NC(=O)Cc2cccc(NC(=O)C3CCCN(C(=O)c4ccccc4)C3)c2)c1)C1CCC1 (stereo not given) | 3 | -5% | -15
Nc1nc(N)c2[nH]cnc2n1 | -4 | -5% | -10
CCc1c(N)nc(N)nc1Nc1ccccc1C | 1 | -6% | 11
COc1ccccc1NC(=O)CN1CCN(CC(=O)Nc2ccccc2F)CC1 | 17 | -3% | -4
O=C(Nc1ccc(Cl)cc1)P(=O)(O)c1ccccc1 | -11 | -3% | 1
CN(C)c1ccc(CCc2ccc(N)cc2)cc1 | -13 | -4% | -9
CC1CCC2(CC1)NC(=O)N(CC(=O)c1ccc3c(c1)OCO3)C2=O (stereo not given) | 1 | 1% | -16
CC1(C)C(CC(=O)O)CC1C(=O)O (stereo not given) | -4 | -4% | 24
CS(=O)(=O)Cc1nc2ccccc2n1CC(=O)Nc1cccc(S(=O)(=O)N2CCCC2)c1 | -19 | 1% | -23
CCOC(=O)C1=C(c2ccccc2)NC(=O)NC1c1cccc(OC)c1OC (stereo not given) | 23 | 7% | -8
CN(C)c1nc(NNC(=O)c2ccccc2)nc(N(C)C)n1 | -2 | -2% | -1
O=S(=O)(c1ccccc1)N1CCCCC1CCc1ccccc1 (stereo not given) | 5 | 3% | 5
CCCN(CCC)S(=O)(=O)c1cc2c(cc1Br)CCN2C(=O)CC | 3 | 2% | -20
Cn1cnc2c(=O)sc3ccccc3c21 | 4 | -1% | 2
CCOc1cc2[nH]c(=S)n(CCCN3CCN(C)CC3)c(=O)c2cc1OCC | 5 | -1% | 32[activator]
CC1(C)CC(=O)C=C(c2cccnc2)C1 | -5 | 4% | -28
CCC(CC)CN1CCC(CN2C(=S)NC[C@@H]2CC(C)C)CC1 | -3 | -4% | 3
CN1C/C(=C/c2ccccc2[N+](=O)[O-])C(=O)/C(=C\c2ccccc2[N+](=O)[O-])C1 | 14 | 4% | 14
c1ccc(-c2nnc(C3CC(c4ccncc4)=NO3)o2)cc1 (stereo not given) | 1 | -1% | 5
CCN(CC)S(=O)(=O)c1ccc(C(O)=C(C#N)c2nc3ccccc3n2C)cc1 | 2 | 8% | -14
O=C(Nc1ccc2c(c1)OCCO2)c1cnc2ccccn2c1=O | 6 | -6% | -10
O=C(OCc1ccccc1)c1ccc(NCc2cc(O)ccc2O)cc1 | -6 | 0% | -5
COc1ccc(/C=C2\SC(=S)N(CCCC(=O)NC3CCCC3)C2=O)cc1OC | 20 | 3% | 13
CCOc1ccc(NC(=O)/C(C#N)=C\c2ccc(N3CCCC3)c(C)c2)cc1 | -10 | 13% | -20
Cc1cccc(OCC(O)CNC(=O)c2ccccc2C(=O)O)c1 (stereo not given) | 2 | -5% | 11
Cc1ccc(S(=O)(=O)Nc2c(C)n(C)n(-c3ccccc3)c2=O)cc1C(=O)OC(C)C(=O)c1ccccc1 (stereo not given) | -3 | 11% | 6
COCCCn1c(=N)c(C(N)=S)cc2c(=O)n3cccc(C)c3nc21 | -20 | 4% | 2
O=C1CCCc2c1ccc1ccccc21 | 2 | 6% | -6
O=C(Cc1ccc(NC(=O)C2CCN(C(=O)c3ccccc3)CC2)cc1)Nc1ccc(C(=O)N2CCOCC2)cc1 | 0 | -1% | -1
CC1=NS(=O)(=O)NC(C)(C)C1 | -1 | 3% | 0
CC1=NNC(=O)C1C(c1ccc(F)cc1)C(C#N)C#N (stereo not given) | 6 | 6% | 6
CC[C@H](C)[C@H](NC(=O)OCc1ccccc1)C(=O)OCC(=O)N1CCN(c2ccc(OC)cc2)CC1 | 30 | -4% | 8

Ordered by the number under TCR activator (smallest number first): some entries from above
SMILES | TCR activator
O=C(Nc1ccc2c(c1)OCCO2)c1cnc2ccccn2c1=O | -6%
O=[N+]([O-])c1ccc(NN=C(c2ccccc2)c2ccccc2)nc1 | 2%
CC(=NNC(=S)Nc1ccccc1Cl)c1ccccn1 | 6%

Carrying on.
Compound	hERG WT inh	TCR activator	Giardia killer
O=C(NCc1nc2ccccc2[nH]1)C1=C[C@H](c2coc3ccccc3c2=O)C[C@H](OCCCCO)O1	2	6%	11
COc1ccccc1CNS(=O)(=O)CCNCc1ccco1	-6	1%	29
CN(CCc1ccccc1)C(=O)c1ccc(NC(=O)Cc2cccc(NC(=O)C3CCN(C(=O)c4ccccc4)CC3)c2)cc1	0	-12%	21
CC(=O)Oc1ccccc1C(=O)C=Cc1cccc([N+](=O)[O-])c1	11	2%	-12
C=C(C)COC(=O)C1CC2OC2CC1C(=O)OCC(=C)C (stereo not given)	-1	2%	-2
NC(=O)C1(Nc2ccc(C(=O)O)cc2)CCCC1	1	-2%	-22
C/C(=C\C(=O)c1ccc(Br)cc1)Nc1cccc(Cl)c1	0	8%	9
OC(COc1ccccc1)CN1CCN(c2cccc(Cl)c2)CC1 (stereo not given)	35	6%	-19
OCC[C@@H]1NCc2cc(CO)cc(-c3ccccc3)c21	0	-8%	12
C=COC(=O)NC1CCc2cc(OC)c(OC)c(OC)c2-c2ccc(SC)c(=O)cc21 (stereo not given)	11	4%	4
CCCOc1ccccc1N/C(=N\S(=O)(=O)c1ccc(C)cc1)Nc1nc(C)cc(C)n1	-1	1%	2
CCOC(=O)C1CCN(C(=O)CCNC(=O)c2ccccc2OC)CC1	-5	3%	-10
CCN(CC)CC1CN(N=Cc2ccc([N+](=O)[O-])o2)C(=O)O1 (stereo not given)	-2	12%	?
COc1ccc(CN(C)C(=O)Cn2cc(C)c(=O)[nH]c2=O)cc1OC	-11	-1%	9
O=C(Cn1cc(COc2ccc(Br)cc2)nn1)c1ccc(O)cc1	-14	1%	17
O=C(/C=C/NCc1cccnc1)c1ccc(Br)cc1	7	3%	8
COC(=O)C1(c2ccccc2)NC(c2cccs2)C2C(=O)N(c3ccccc3)C(=O)C21 (stereo not given)	8	3%	6
C=C1C(=O)OC2C=C(CO)C3OC3C3OC3(C)CC(OC(=O)/C(=C/C)COC(C)=O)C12 (stereo not given)	-4	4%	4
Nc1cc2c(cc1Cl)-c1ccccc1C2	-4	-1%	-8
CCOC(=O)C1(NC(=O)C2(N3C(=O)c4ccccc4C3=O)CCCC2)CCCC1	-4	1%	6
CC(NC(=O)COC(=O)Cc1cccs1)c1ccc(F)cc1 (stereo not given)	-2	1%	-2
CC(=O)OCC(=O)C1(O)CCC2C3CC(F)C4=CC(=O)CCC4(C)C3C(O)CC21C (stereo not given)	3	3%	3
O=S(=O)(c1ccccc1)N1CCN(Cc2cccc(Br)c2)CC1	-3	5%	4
CCCCN1CC(COCc2ccccc2)Oc2cccc(Oc3ccc(F)cc3)c2S1(=O)=O (stereo not given)	10	0%	5
Clc1ccccc1N1CCN(Cc2ccc(Br)o2)CC1	-9	0%	8
Cn1c(=O)[nH]c2c(c(C(=O)O)nn2C)c1=O	-3	2%	-2
CC(C)(C)[C@@H]1C=C(C(=O)O)O[C@H](OCCCCO)C1	-22	1%	-11
Cc1cc(O)c(C(C)C)cc1NC(=S)Nc1cc(C(C)C)c(O)cc1C	5	-5%	19
OC(C#Cc1ccccc1)(c1ccccc1)c1ccccc1	-1	9%	-16

High-throughput results: PubChem BioAssay, National Center for Advancing Translational Sciences (NCATS)

This is a subset (hit frequency here may not be typical).
